Neddylation inh = inhibitors of human cullin neddylation; TR-FRET cullin neddylation, biochemical; calls only at 25 µM; hit rate 0.58% among 360,000; AID 651699; in the data active means inhibition above about 36%
SUMO1 PPI mod = alters human SUMO1 binding to SIM partners. P63165. hit rate 0.33% among 360,000. inhibition, % at 20 µM. SUMO1 binding to a labelled peptide, TR-FRET, 1 h; in the data active means inhibition above about 37%
Rpn11 block = inhibitors of human proteasome Rpn11; calls only at 20 µM; human 26S proteasome, Ub4-pepOG fluorescence polarization; 20S core pre-blocked with epoxomicin; hit rate 0.59% among 360,000; O00487;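 active means inhibition at 20 µM, scaled to each plate's controls, above about 33%, limit read from the data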
Rin1 Abl inh = inhibitors of human Rin1-Abl protein interaction | hit rate 0.4% among 360,000 | inhibition, % at 7.35 µM | TR-FRET Rin1/Abl binding, biochemical | AID 588664; in the data active means inhibition above about 5%, passing the limit was not always enough
CSN inh = blocks human CSN-mediated cullin deneddylation; Q92905; Purified CSN, SCF-Nedd8-OG deneddylation, fluorescence polarization; inhibition, % at 12.5 µM; hit rate 0.38% among 360,000; AID 651999;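 active means pattern-corrected inhibition above about 35%, with an unprinted fluorescence ratio check between 0.5 and 1.5, limit read from the data, passing the limit was not always enough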;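 further: 0% = enzyme with substrate and 100% = substrate without enzyme; some results filed as inactive read as strong as hits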
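Schedule: reaction 90 min, room temperature / Assay system: HEK293T-derived human Csn5 enzyme / Input: Csn5 at 0.24 nM final / Measure: inhibition of Csn5 cleavage, % / Control set: substrate-only high control, full reaction low control / Technique: fluorescence polarization of the substrate / Buffer or medium: Tris/NaCl/DTT buffer, pH 7.5 / Reagent: SCFSkp2-Nedd8OG substrate at 10 nM final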
STEP block = STEP (human) phosphatase inhibition; hit rate 0.25% among 360,000; P54829; recombinant STEP, OMFP fluorogenic substrate, fluorescence; inhibition, % at 20 µM; AID 588621;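 active means inhibition at 20 µM, scaled per plate between control wells, above about 37%, limit read from the data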;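 further: 0% = DMSO with enzyme and substrate and 100% = substrate only without enzyme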
Target sequence (P54829 whole entry, looked up): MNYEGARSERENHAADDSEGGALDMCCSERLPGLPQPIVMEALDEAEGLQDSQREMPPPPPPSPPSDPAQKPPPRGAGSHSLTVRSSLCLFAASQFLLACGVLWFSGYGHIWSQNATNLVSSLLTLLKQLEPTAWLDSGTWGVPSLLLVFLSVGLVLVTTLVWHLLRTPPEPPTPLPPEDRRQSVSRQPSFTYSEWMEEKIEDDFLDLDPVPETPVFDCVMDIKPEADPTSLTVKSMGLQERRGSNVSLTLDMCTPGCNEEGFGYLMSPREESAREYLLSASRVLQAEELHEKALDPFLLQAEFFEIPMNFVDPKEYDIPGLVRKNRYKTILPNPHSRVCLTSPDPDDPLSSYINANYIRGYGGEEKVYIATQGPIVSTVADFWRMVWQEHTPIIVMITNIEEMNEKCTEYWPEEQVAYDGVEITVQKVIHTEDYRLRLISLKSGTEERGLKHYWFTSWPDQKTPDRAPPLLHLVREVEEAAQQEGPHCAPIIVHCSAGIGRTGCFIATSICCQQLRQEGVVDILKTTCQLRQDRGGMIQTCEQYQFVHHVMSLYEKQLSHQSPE
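System: STEP (striatal-enriched tyrosine phosphatase) enzyme, cell-free; medium: Bis-Tris pH 6.0 buffer with DTT, detergent; dosing: 20 µM, 1% DMSO; times: reaction 20 min, ambient temperature; detection: fluorescence, 480/540 nm; read-out basis: normalized % inhibition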
Scp1 inh = inhibitors of human Scp-1 phosphatase; AID 493091; inhibition, % at 20 µM; hit rate 0.88% among 340,000; Recombinant Scp1, phosphopeptide, malachite green phosphate absorbance; Q9GZU7;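 active means inhibition above about 50% at 20 µM, limit read from the data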;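 further: plate controls were DMSO wells with enzyme for no effect and wells lacking enzyme for full effect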
Target sequence (Q9GZU7 76-261 limits assumed): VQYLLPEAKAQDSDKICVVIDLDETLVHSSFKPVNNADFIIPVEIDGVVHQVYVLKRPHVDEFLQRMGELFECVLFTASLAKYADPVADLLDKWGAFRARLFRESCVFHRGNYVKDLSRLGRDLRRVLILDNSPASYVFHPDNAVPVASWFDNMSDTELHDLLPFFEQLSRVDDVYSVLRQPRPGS
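Incubation: 45 min enzyme reaction at room temperature / System: truncated SCP-1 phosphatase (76-261aa) / Reagent: Phospho 17-mer peptide substrate / Buffer or medium: Acidic Tris acetate buffer with magnesium and detergent / Signal: absorbance at 630 nm / Doses: one concentration, 20 µM, with 1.0% DMSO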
DNMT1 inh = DNMT1 (human) enzyme inhibition; DNMT1 molecular beacon, Hinp1I cleavage, fluorescence; hit rate 0.83% among 360,000; inhibition (reported as % activation of signal), % at 10 µM; AID 588458; P26358; in the data active means inhibition above about 50%
LMPTP block = LMPTP (human) inhibition | hit rate 0.22% among 360,000 | recombinant LMPTP-A, OMFP fluorogenic substrate, fluorescence intensity | P24666 | inhibition, % at 20 µM;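 active means compounds that cut the enzyme signal by at least half of the control window in the single-dose screen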;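 further: plate controls were DMSO wells with enzyme plus substrate for no effect and substrate without enzyme for full effect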
Target sequence (P24666 whole entry, looked up): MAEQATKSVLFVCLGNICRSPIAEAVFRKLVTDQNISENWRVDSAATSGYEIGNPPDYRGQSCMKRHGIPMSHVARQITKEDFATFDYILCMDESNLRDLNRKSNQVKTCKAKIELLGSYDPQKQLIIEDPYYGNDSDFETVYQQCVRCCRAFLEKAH
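material = LMPTP-A | quantity = 0.625 nM enzyme | reagent = OMFP substrate, 400 µM final | buffer or medium = Bis-Tris pH 6.0, DTT, detergent | detection = endpoint fluorescence intensity from OMFP dephosphorylation | dosing = single 20 µM dose | read-out basis = % inhibition relative to no-enzyme and uninhibited control wells | control set = no-enzyme and uninhibited controls | timing = 50 min at room temperature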
NadD inh = NadD (S. aureus) enzyme inhibition | purified NadD enzyme, colorimetric absorbance read-out | inhibition, % at 20 µM | hit rate 0.78% among 360,000; in the data active means inhibition above about 26%; further: some compounds past the cut are filed as inactive
An asterisk follows results filed as active; i = inactive; . = no result given; + = active, no number.

SMILES	Neddylation inh	SUMO1 PPI mod	Rpn11 block	Rin1 Abl inh	CSN inh	STEP block	Scp1 inh	DNMT1 inh	LMPTP block	NadD inh
COC(=O)CSc1nc2sc3c(c2c(=O)n1-c1ccccc1)CCN(C)C3	i	-4.0	i	3.2	4.1	0.3	-3.3	-6.1	4.7	4.8
CCSC1(SCC)N=C(N)C2(C#N)C(c3ccccc3)NC3=C(CCC3)C12C#N (configuration not stated)	i	-1.5	i	-2.0	-2.6	7.1	1.0	13.2	-1.0	3.9
COn1c(=O)c(-c2cccs2)[n+]([O-])c2ccccc21	i	-10.4	i	0.2	-3.3	1.8	-6.1	2.3	2.1	-6.2
CC(C)CCn1c(SCc2ccc(Cl)cc2)nc2c1c(=O)[nH]c(=O)n2C	i	-0.8	i	0.5	1.9	4.9	-9.8	4.4	1.2	2.8
O=C1c2cc(F)ccc2-n2c1nc1ccccc1c2=O	i	-19.8	i	-1.0	6.3	-1.8	-9.8	-6.9	0.7	-3.4
Cc1cccc(C)c1NC(=O)COC(=O)CCC(=O)c1cccs1	i	11.5	i	1.7	-7.6	-0.4	-12.7	-5.1	-1.5	-3.2
COc1ccc(OC)c(S(=O)(=O)NCc2ccccc2)c1	i	2.3	i	-3.3	-0.1	-1.9	-0.1	-4.4	-2.2	-3.8
NCCC(=O)N1c2ccccc2Sc2ccc(Cl)cc21	i	-2.5	i	1.8	6.5	-0.5	1.3	-4.1	-2.3	3.7
CCC(C(=O)O)n1c2ccccc2c2cn[nH]c(=O)c21 (configuration not stated)	i	6.2	i	-5.0	-3.6	-1.3	31.0	6.9	-1.6	-3.6
COc1ccc(C(=O)OCC(=O)NCc2ccccc2)c(OC)c1OC	i	-3.8	i	1.8	0.9	-1.5	-9.6	1.6	0.3	3.1
CCN(CC(=O)Nc1c(F)cccc1F)C(=O)CSCC(=O)Nc1cc(C)on1	i	1.0	i	-2.0	4.4	4.1	-1.2	0.5	0.9	-1.2
O=C(Nc1c(C(=O)O)oc2ccc(Br)cc12)c1ccccc1	i	-7.7	i	0.2	0.0	-0.6	-14.0	-1.6	-1.6	-2.9
C=CCC[C@@H](Cc1ccc(F)cc1)C(=O)OC[C@@H](Cc1c[nH]c2ccccc12)NC(=O)[C@@H](CC=C)CC(=O)N[C@@H](CO)Cc1ccccc1	i	1.4	i	-2.7	4.1	-1.2	-12.4	-2.4	0.8	-7.9
CCOc1ncccc1C(=O)Nc1ccccc1C(=O)NCc1ccc2c(c1)OCO2	i	10.1	i	-0.4	0.3	-0.9	5.3	-3.9	-1.0	1.2
CCc1ccc(NC(=O)Nc2cnccn2)cc1	i	2.6	i	1.1	-3.7	-0.3	-10.7	-0.7	-2.2	-2.8
CN(CC(=O)Nc1ccccc1Br)C(=O)COc1cccc2c1OC(C)(C)C2	i	2.9	i	2.2	-1.7	1.0	-6.2	2.3	-0.9	8.0
CCOC(=O)C(C)n1cnc2scc(-c3ccc(C)cc3)c2c1=O (configuration not stated)	i	4.4	i	-1.1	-3.3	-3.2	-2.0	-2.3	1.9	-2.0
CC(C)C[C@H](NC(=O)NCc1ccc(F)cc1)C(=O)O	i	0.1	i	-3.8	-3.5	-0.9	-0.7	-1.6	-0.6	0.9
Cc1cc2oc(C(=O)NCC(c3ccco3)N3CCCC3)c(C)c2cc1C (configuration not stated)	i	3.7	i	0.3	6.3	-2.6	.	-2.4	0.2	0.7
CCCCS/C(=C(/C#N)C(N)=O)c1cc2c([nH]1)CCCC2	i	-9.9	i	-2.5	2.8	2.9	-8.4	-12.4	1.3	2.0
Cc1nn(-c2ccccc2)c(N2CCCC2)c1/C=N/NC(=O)c1cc2ccccc2cc1O	.	5.0	.	-1.9	5.6	-0.6	-10.1	-23.5	0.5	38.8*
O=C(Nc1ccc(C(=O)N2CCCCC2)cc1)c1ccc([N+](=O)[O-])cc1	i	-34.2	i	2.8	-3.0	-0.5	-2.4	-1.4	1.0	-4.6
Cc1ccc(C(=O)Nc2cccc(S(=O)(=O)N3CCCC3)c2)o1	i	1.7	i	3.0	-0.3	-3.1	-1.1	1.5	1.5	-5.3
CN1CCN(C(=O)C2(NC(=O)NCc3ccccc3)CCCCC2)CC1	i	0.0	i	-0.6	0.1	-4.4	1.1	3.5	-1.0	-1.9
OC[C@@H]1CN(Cc2ccco2)C[C@H](n2cnc3c(NCc4ccc(F)cc4)ncnc32)O1	i	0.6	i	-1.2	-2.7	-5.5	.	27.1	-0.7	1.3
CCCCCCN1C(=O)C(O)=C(C(C)=O)C1c1ccccc1[N+](=O)[O-] (configuration not stated)	i	-2.4	i	0.3	0.8	-0.4	-5.2	-0.9	0.9	0.3
O=C(COC(=O)CNC(=O)c1ccccc1F)NC12CC3CC(CC(C3)C1)C2	i	4.3	i	5.4	-4.3	-1.9	-5.0	3.2	-1.1	-1.5
O=C(Nc1cc(Cl)cc(Cl)c1)c1coc(=O)c(Br)c1	+	-9.0	i	-0.4	19.9	0.3	-1.9	2.1	1.3	2.7
Cc1ccc(-n2ncc3c(=O)n(CC(=O)OCc4ccccc4)cnc32)cc1	i	2.7	i	0.8	5.9	0.7	2.3	1.4	-1.4	1.6
CCC(C)[C@H](NC(=O)[C@@H]1Cc2ccccc2CN1)C(=O)NCc1ccc(C)cc1 (some centres not stated)	i	7.5	i	-2.0	2.5	1.6	.	4.3	-0.5	-3.5

Part of the list above, reduced to Scp1 inh.
compound	Scp1 inh
COn1c(=O)c(-c2cccs2)[n+]([O-])c2ccccc21	-6.1
CCC(C(=O)O)n1c2ccccc2c2cn[nH]c(=O)c21 (configuration not stated)	31.0

The list goes on:
SMILES	Neddylation inh	SUMO1 PPI mod	Rpn11 block	Rin1 Abl inh	CSN inh	STEP block	Scp1 inh	DNMT1 inh	LMPTP block	NadD inh
Brc1ccc(CNCc2cccs2)cc1	i	-1.6	i	1.0	-1.9	-2.8	-3.1	1.2	-0.3	-0.5
CCOC1(c2ccccc2)OC(=O)c2ccccc21 (configuration not stated)	i	0.3	i	-1.5	-3.1	-2.9	-7.8	3.8	-0.5	-7.4
COc1ccccc1CC(=O)Nc1ccccc1C(=O)O	i	2.7	i	-0.5	3.7	-0.1	-4.4	4.0	0.4	-1.6
O=C(O)c1ccc(N/N=C/C=C/c2ccc([N+](=O)[O-])o2)cc1	i	-40.8	i	-6.2	45.5*	43.4*	57.5*	72.2*	20.0	-4.2
COc1cccc(-c2cc3nc(NCc4ccc5occc5c4)n(C)c(=O)c3s2)c1	i	-10.1	i	-4.8	1.1	-1.7	.	0.6	2.4	14.4
NC(=S)N/N=C/c1coc2ccc(F)cc2c1=O	i	-9.8	i	0.0	-0.7	2.0	2.7	-5.8	-2.7	9.2
CS(=O)(=O)c1cccc(-c2nnc(NC(=O)CCS(=O)(=O)c3ccccc3)o2)c1	i	3.0	i	-1.5	1.1	-0.4	-4.8	1.0	-2.4	2.9
O=C(COC(=O)[C@H](Cc1ccccc1)NC(=O)c1ccco1)Nc1ccccc1	i	5.3	i	1.5	3.9	-3.1	-14.9	3.8	-0.1	-10.7
O=C(c1cc(-c2ccccc2)on1)N1CCCC1	i	2.4	i	-0.1	-3.0	-2.9	-2.7	1.5	0.3	-2.4
COCCNC(=O)c1onc(CSc2ccc(F)c(F)c2)c1C(=O)NCCOC	i	4.8	i	0.8	6.1	1.2	-2.3	1.3	-0.4	-3.2
O=S(=O)(NC(CO)Cc1ccccc1)c1ccc(Br)cc1F (configuration not stated)	i	2.2	i	-2.6	1.1	-1.2	-10.9	3.0	-0.7	-1.4
O=C(CCC1CCCC1)N1CCN(S(=O)(=O)Cc2ccccc2)CC1	i	2.1	i	2.1	-0.5	2.2	1.9	-0.4	-0.4	-3.4
CCCc1cc(=O)[nH]c2nnc(SCC(=O)NC3CCCCC3)n12	i	2.0	i	1.8	-2.2	-2.7	3.9	2.2	-1.9	-3.2
Cc1cc(C)nc(Nc2n[nH]c(-c3ccccc3Cl)n2)n1	i	4.7	i	1.7	-1.4	-1.0	-12.9	1.7	-1.1	-6.3
CC1CCN(C(=O)c2ccc3c(=O)n4c(nc3c2)CCCCC4)CC1	i	5.4	i	0.4	-3.6	1.3	-5.2	0.2	-0.5	3.5
CCOc1ccccc1-n1c(=S)sc2c(=O)n(-c3ccccc3)c(=S)[nH]c21	i	-9.8	i	-4.3	-4.0	0.0	-14.1	5.6	-0.4	15.1
CC1(CC(=O)O)C(=O)N=C2C=CC=CN21 (configuration not stated)	.	2.7	i	-4.8	-3.8	-0.4	-2.2	0.7	-1.1	-1.9
COC(=O)c1ccc(OCC(O)CN2CCc3cc(OC)c(OC)cc3C2c2ccccc2)cc1 (configuration not stated)	i	8.1	i	3.1	-3.1	0.2	-3.4	-1.4	1.7	-5.7
CN(C)CC(C(=O)c1ccccc1)c1ccccc1 (configuration not stated)	i	1.1	i	1.1	4.9	-0.9	-1.9	6.6	-0.8	-5.9
Nc1cccc(-c2cc(-c3ccccc3)nc(-c3cccc(N)c3)n2)c1	.	-1.6	i	-1.1	0.5	-5.9	14.7	-26.4	4.7	13.8

Copied from the list.
COCCNC(=O)c1onc(CSc2ccc(F)c(F)c2)c1C(=O)NCCOC in Rin1 Abl inh: 0.8
Nc1cccc(-c2cc(-c3ccccc3)nc(-c3cccc(N)c3)n2)c1 in DNMT1 inh: -26.4

Screening data: PubChem, several laboratories
